# CHRM5 PAM: positive allosteric modulators of human muscarinic M5 receptor | P08912 | CHO-K1 hM5, Fluo-8 calcium, ACh EC20 PAM; 0% = ACh EC20, 100% = ACh EC100 | activation, % at 3 µM | 360,000 compounds, 0.3% hits;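 active means activation above the run cutoff, the mean activation of all test compounds plus 3 SD, cut at about 18% in these data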
# Target sequence (P08912 whole entry, looked up): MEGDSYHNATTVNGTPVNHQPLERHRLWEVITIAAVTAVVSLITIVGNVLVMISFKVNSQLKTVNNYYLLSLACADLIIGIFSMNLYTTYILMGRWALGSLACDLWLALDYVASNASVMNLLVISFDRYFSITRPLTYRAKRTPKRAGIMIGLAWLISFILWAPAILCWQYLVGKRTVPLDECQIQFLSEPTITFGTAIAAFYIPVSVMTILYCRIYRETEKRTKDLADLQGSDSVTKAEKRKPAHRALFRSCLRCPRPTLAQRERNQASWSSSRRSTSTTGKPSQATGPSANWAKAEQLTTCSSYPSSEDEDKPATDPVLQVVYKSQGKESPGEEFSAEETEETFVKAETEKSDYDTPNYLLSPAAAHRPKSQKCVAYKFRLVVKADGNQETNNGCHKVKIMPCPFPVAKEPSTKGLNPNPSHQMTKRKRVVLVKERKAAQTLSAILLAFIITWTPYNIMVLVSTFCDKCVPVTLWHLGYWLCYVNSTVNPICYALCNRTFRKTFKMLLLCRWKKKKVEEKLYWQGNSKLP
#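 System – CHO-K1 hM5 cells · Compound – 3 µM, single dose · Incubation – compound preincubation 140 s before EC20 acetylcholine addition · Technique – Fluo-8 calcium fluorescence · Measure – Max/basal fluorescence ratio as % of EC20–EC100 ACh window · Benchmarks – low control EC20 acetylcholine (0%), high control EC100 acetylcholine (100%) · Replication – singlicate, one well per test compound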
# M4 ag: agonists of human muscarinic M4 receptor (CHRM4). activation, % at 3 µM. P08173. 360,000 compounds, 0.14% hits. CHO-K1 hM4/Gqi5, Fluo-8 calcium fluorescence; vehicle 0%, full acetylcholine response 100%;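 active means activation above the run mean over all test wells plus 3 SD, cut at about 32% in these data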;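 further: peak over basal fluorescence ratio per well then scaled between controls; 0% = DMSO wells and 100% = acetylcholine at EC100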
# M5 antag: blocks acetylcholine activation of human M5 receptor; CHO-hM5 cells, Fluo-8 calcium fluorescence, ACh EC80; inhibition, % at 3 µM; 360,000 compounds, 0.59% hits; AID 624040;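 active means inhibition above a per-plate cutoff, the mean of that plate's test compounds plus 3 SD, cut at about 27% in these data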;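 further: 0% = acetylcholine EC80 with DMSO and 100% = DMSO without agonist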
# CRFR2-BP ag: agonists of human CRF-binding protein/CRF-R2 receptor complex | 350,000 compounds, 0.46% hits | HEK293 CRF-R2/CRF-BP, calcium dye fluorescence (FLIPR); percent of saturating CRF peptide response | activation, % at 13.2 µM;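 active means activation of at least 50%, plus an integration ratio under a set limit after plate pattern correction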;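 further: plate controls were neutral control wells without compound for no effect and CRF at EC100 for full effect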
# CRFBP-R2 block: CRF-BP/CRF-R2 complex antagonism; HEK293 CRF-R2/CRF-BP, CRF-induced calcium fluorescence; inhibition, % at 11.8 µM; 350,000 compounds, 0.59% hits;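 active means inhibition of the ligand-induced calcium signal above about 50% at the single tested concentration, limit read from the data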
# M4 PAM: positive allosteric modulators of human muscarinic M4 receptor | activation, % at 3 µM | 360,000 compounds, 0.4% hits | CHO-K1 hM4/Gqi5, Fluo-8 calcium fluorescence, ACh EC20; 0% = ACh EC20, 100% = maximal ACh | P08173;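 active means activation above its plate's cutoff, the mean activation of sample wells plus 3 SD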; further: some results filed as inactive read as strong as hits
# M1 PAM: positive allosteric modulators of human M1 muscarinic receptor. CHO-K1 hM1, Fluo-8 calcium fluorescence, ACh EC20; 0% = ACh EC20, 100% = maximal ACh. 360,000 compounds, 0.088% hits. activation, % at 3 µM. AID 588819. P11229; in the data active means activation above about 19%, passing the limit was not always enough
# Target sequence (P11229 whole entry, looked up): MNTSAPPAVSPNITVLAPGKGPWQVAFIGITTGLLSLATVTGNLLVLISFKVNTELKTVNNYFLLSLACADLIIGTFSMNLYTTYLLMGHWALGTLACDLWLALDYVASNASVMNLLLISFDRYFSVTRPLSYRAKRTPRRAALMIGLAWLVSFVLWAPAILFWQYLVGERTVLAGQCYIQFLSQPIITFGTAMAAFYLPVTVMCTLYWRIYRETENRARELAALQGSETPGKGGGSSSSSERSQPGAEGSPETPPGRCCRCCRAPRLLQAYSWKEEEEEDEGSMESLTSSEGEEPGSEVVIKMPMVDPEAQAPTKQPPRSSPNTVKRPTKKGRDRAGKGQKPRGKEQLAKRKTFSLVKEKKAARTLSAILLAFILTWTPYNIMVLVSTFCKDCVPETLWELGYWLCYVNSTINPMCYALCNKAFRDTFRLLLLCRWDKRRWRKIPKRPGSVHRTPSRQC
# M5 ag: agonists of human muscarinic M5 receptor (CHRM5) | P08912 | CHO-K1 hM5 cells, Fluo-8 calcium fluorescence; 0% DMSO wells, 100% maximal acetylcholine response | activation, % at 3 µM | 360,000 compounds, 0.19% hits | AID 624037;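 active means activation above the run's mean over test compounds plus 3 SD, cut at about 23% in these data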;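 further: signal is peak over basal fluorescence ratio across the kinetic read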
# CHRM4 antagonist: blocks acetylcholine activation of human M4 receptor; P08173; CHO-hM4 cells, ACh EC80, Fluo-8 calcium fluorescence; inhibition, % at 3 µM; 360,000 compounds, 0.73% hits; AID 624125;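 active means inhibition above its plate's cutoff, the mean inhibition of sample wells plus 3 SD, cut at about 27% in these data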;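 further: 0% = acetylcholine EC80 with DMSO and 100% = DMSO without agonist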
# Numbers without * were called inactive.
SMILES,CHRM5 PAM,M4 ag,M5 antag,CRFR2-BP ag,CRFBP-R2 block,M4 PAM,M1 PAM,M5 ag,CHRM4 antagonist
Cc1ccc(OCC(=O)N(Cc2cccs2)C2CCS(=O)(=O)C2)cc1 (stereo not given),2,1,-2,-1.6,8,-1,10,-1,1
COc1cc(C(=S)N(C)C)ccc1O,2,1,-2,4.5,13,0,1,-1,3
Cc1c(NC(=O)c2cc(-c3ccc(Cl)s3)nc3ccccc23)c(=O)n(-c2ccccc2)n1C,-5,4,-11,-4.9,-8,5,3,-2,-9
O=C(NCCC1CCCCN1S(=O)(=O)c1ccc(F)cc1)C(=O)NC1CC1 (stereo not given),8,0,-5,0.4,-9,0,7,-2,-1
O=C(O)CCCC(=O)Nc1ccc(N=Nc2ccccc2)cc1,4,1,-6,0.7,6,4,7,4,-4
O=C(NNS(=O)(=O)c1ccccc1)C(O)(c1ccccc1)c1ccccc1,3,1,-2,-2.2,-25,7,10,-1,-5
CC(=O)N(C)c1ccc(NS(=O)(=O)Cc2ccccc2)cc1,-5,0,10,0.3,0,-3,-2,-1,1
COCCCn1c(=O)c2sccc2n2c(CCCC(=O)NCc3ccc(OC)cc3)nnc12,-6,1,-3,0.8,7,1,4,-4,-4
CCOC(=O)c1c[nH]c2c(C(=O)c3ccccc3)cc(Cl)cc2c1=O,-4,3,-2,19,6,2,0,-1,-9
CC(C)Oc1ccc(N2CC(C(=O)OCC(=O)NCc3ccccc3)CC2=O)cc1 (stereo not given),-8,-1,0,-0.3,-6,3,8,-1,-11
Cc1cc(C(=O)Nc2ccccc2N2CCOCC2)no1,10,2,-8,-0.4,7,9,10,4,-6
CSc1cccc(CN2CCCC(CNC(=O)c3ccc(F)cc3)C2)c1 (stereo not given),-1,2,-2,-0.2,-5,-14,4,-14,-4
Cc1ccc(S(=O)(=O)c2nc(-c3ccccc3)oc2NCc2cccnc2)cc1,-4,2,0,2.2,6,12,9,-3,3
Cc1cccc(C)c1OCc1nnc(SCC(=O)NCCc2ccccc2)o1,-7,2,15,0.2,14,-6,2,-3,6
Cc1ccnc(NC(=O)CN(C)S(=O)(=O)c2cccc3nsnc23)c1,-3,2,0,-0.7,-15,-5,3,-1,1
CSc1ccccc1OC1CCN(Cc2ccccc2)CC1,-13,3,6,-0.8,-7,-9,-9,-6,6
CCOc1ccc(/C=N/Nc2ccccn2)cc1OC,1,0,8,0.1,12,-3,8,0,-2
Cc1ccccc1-n1c(=O)n(Cc2ccco2)c(=O)c2[nH]cnc21,2,1,3,0.0,1,6,7,-6,-7
CC(Sc1ccc(S(=O)(=O)N2CCOCC2)cc1[N+](=O)[O-])C(=O)O (stereo not given),7,2,1,2.1,6,23*,11,-3,-12
CCOc1ccccc1NC(=O)CSc1nnc(CNC(=O)c2ccco2)o1,5,1,-2,0.4,-4,7,-2,-7,-1
Cc1cc(C)c2cc(C#N)c(SCC(=O)Nc3cc(C)on3)nc2c1,2,2,2,6.4,-2,11,8,-3,-36
COc1cccc(NS(=O)(=O)c2cc(C)ccc2OC)c1,-1,2,-5,2.2,10,12,6,-3,-10
CC(=O)Nc1ccc2nc(NC(=O)COc3ccc([N+](=O)[O-])cc3)sc2c1,0,1,10,-1.4,-1,2,6,3,0
Cc1cc(C(=O)N2CCCC(CNS(=O)(=O)c3cccs3)C2)nn1C (stereo not given),1,0,8,-0.3,1,-2,4,-3,9
COc1ccc(NC(=O)COC(=O)c2ccco2)c([N+](=O)[O-])c1,-3,2,2,-0.2,-11,12,2,-3,-8
CC[C@@H](C)[C@H](NC(=O)Cc1c(C)c2cc3c(C)c(C)oc3c(C)c2oc1=O)C(=O)O,-8,0,18,-1.8,4,5,6,-2,3
CCCCCCCCC(=O)N/N=C(\C)c1ccco1,0,-1,1,0.5,-34,2,7,-3,-4
COc1cc(-c2[nH]ncc2CN2CCc3sccc3C2)cc(OC)c1OC,4,2,0,-0.8,-9,14,13,-3,-3
COc1ccc2oc(C(=O)OCC(=O)N3CCN(C(C)=O)CC3)c(C)c2c1,-2,0,6,1.3,-4,0,1,-1,2
O=C(NC1(C(F)(F)F)N=C(c2ccccc2)NC1=O)c1ccc(Cl)cc1Cl (stereo not given),-6,0,-2,-0.3,9,1,-5,-2,-6

# Retrieved by structure from above:
SMILES,CHRM5 PAM,M4 ag,M5 antag,CRFR2-BP ag,CRFBP-R2 block,M4 PAM,M1 PAM,M5 ag,CHRM4 antagonist
CCCCCCCCC(=O)N/N=C(\C)c1ccco1,0,-1,1,0.5,-34,2,7,-3,-4
CCOc1ccccc1NC(=O)CSc1nnc(CNC(=O)c2ccco2)o1,5,1,-2,0.4,-4,7,-2,-7,-1
CC[C@@H](C)[C@H](NC(=O)Cc1c(C)c2cc3c(C)c(C)oc3c(C)c2oc1=O)C(=O)O,-8,0,18,-1.8,4,5,6,-2,3
CSc1ccccc1OC1CCN(Cc2ccccc2)CC1,-13,3,6,-0.8,-7,-9,-9,-6,6
COc1ccc2oc(C(=O)OCC(=O)N3CCN(C(C)=O)CC3)c(C)c2c1,-2,0,6,1.3,-4,0,1,-1,2
COc1ccc(NC(=O)COC(=O)c2ccco2)c([N+](=O)[O-])c1,-3,2,2,-0.2,-11,12,2,-3,-8

# Continued:
SMILES,CHRM5 PAM,M4 ag,M5 antag,CRFR2-BP ag,CRFBP-R2 block,M4 PAM,M1 PAM,M5 ag,CHRM4 antagonist
N#CC1=C(N)Oc2cc(O)ccc2C1C1CCCCC1 (stereo not given),10,3,0,-1.3,7,13,6,-6,-10
COc1ccc(C(C#N)N2CCCCC2)cc1OC (stereo not given),-2,0,4,-0.7,5,0,15,2,-9
CC(C)(C)NC(=O)C(c1ccc(OCC(N)=O)cc1)N(C(=O)c1cccnc1)C1CC1 (stereo not given),2,0,-7,2.4,0,2,1,-2,5
CCC(C)CCN1C(N(C)C)=NC[C@@H]1C (stereo not given in full),-9,1,8,3.4,4,5,-8,-6,39*
COc1ccc2[nH]c(=O)c(CN(Cc3ccccc3OC)Cc3nnnn3CC3CCCO3)cc2c1 (stereo not given),-1,2,-3,-0.7,4,-5,1,0,5
Cc1cccc(-n2ccc(=O)c(C(=O)O)n2)c1,-1,0,6,-0.3,-54,-2,6,-3,-3
Cc1ccc(CNC(=O)CSc2nc3n[nH]c(C)c3c(=N)n2-c2cccc(C)c2)cc1,-9,-1,-3,1.7,-11,-9,1,-5,-1
COc1ccc(C(=O)CC(=O)C(=O)Nc2ccccc2C(F)(F)F)cc1,9,3,-8,29,3,6,11,-1,-8
CC(CC(=O)OCC(=O)Nc1ccc2[nH]c(=O)[nH]c2c1)c1ccccc1 (stereo not given),-2,0,4,-0.6,-9,2,7,5,8
O=C(N/N=C1\CCCc2ccccc21)c1ccccc1[N+](=O)[O-],-7,1,4,1.6,9,-2,6,1,3
COc1cccc(NC(=O)C2CCCN2S(=O)(=O)c2ccc3c(c2)n(C)c(=O)c(=O)n3C)c1 (stereo not given),-1,1,-4,-1.5,-3,5,2,-1,-8
O=C(C1CCN(S(=O)(=O)c2cnc[nH]2)CC1)N1CCN(c2ncccn2)CC1,7,0,-4,-2.9,6,4,8,-5,-5
CCOC(=O)c1cc(C(=O)NC(C)c2ccccc2)c(=O)[nH]c1C (stereo not given),8,-1,-3,-3.3,-5,5,14,2,-7
COc1ccc(Br)cc1CNC(=O)CCc1nc(-c2ccc(C)cc2)no1,-3,0,7,2.1,6,4,1,-5,2
O=C(c1ccccc1F)N1CCN(S(=O)(=O)c2ccc(S(=O)(=O)N3CCCCC3)cc2)CC1,9,0,-6,0.2,25,5,11,1,3
CCCCNC(=S)Nc1ccc(F)cc1,4,2,1,-1.7,8,2,-7,3,10
COC(=O)C1CC(c2c(OC)cc(OC)cc2OC)=NO1 (stereo not given),9,0,3,-0.6,20,9,10,-6,0
COc1ccccc1-c1ccc(C(=O)O)o1,-2,0,8,-2.8,-27,16,0,-2,3
COc1ccc(CNc2ccc3c(c2)nc(C)n3C)cc1OC,-1,0,7,14,-12,3,11,0,6
COc1cccc(C(=O)c2ncc(C(F)(F)F)cc2Cl)c1,1,0,3,-1.1,8,2,12,-6,-1
CCCCC1C(C#N)=C(C)NC2=C1C(=O)CC(C)(C)C2 (stereo not given),3,2,-1,2.7,-19,-3,3,-4,4
Cc1ccc(OCCN2C(=O)NC3(CCc4ccccc4C3)C2=O)cc1 (stereo not given),2,-1,1,-0.7,-16,5,6,-11,-5
C=CCOc1c(Br)cc(CNc2ccc(NC(=O)C(C)C)c(OC)c2)cc1OC,-1,7,2,1.1,-2,7,-3,2,-8
Cc1ccn2c(CNCCn3cccn3)c(C(=O)N3CCCCCC3)nc2c1,1,1,-13,-0.1,-15,-3,10,1,2
C[C@H](CO)N1C[C@H](C)[C@@H](CN(C)CC2CCCCC2)Oc2ccc(NC(=O)CCN3CCOCC3)cc2C1=O,-11,2,7,-1.6,3,0,-8,3,9
COCCN(Cc1cccs1)S(=O)(=O)c1csc(C(N)=O)c1,5,0,-15,-0.1,-4,1,5,-2,-1
Cc1ccc(OC(=O)c2cccc([N+](=O)[O-])c2)c(-n2nc3ccccc3n2)c1,-1,1,12,-0.3,-21,8,-7,-1,1
C[C@H](CO)N1C[C@H](C)[C@@H](CN(C)S(=O)(=O)c2ccccc2)Oc2c(NC(=O)C3CC3)cccc2C1=O,-5,0,5,-3.6,27,1,7,4,2
CCN(CC)S(=O)(=O)c1ccc(N2CCCC2)c(C(=O)OCC(=O)Nc2cc(C)on2)c1,0,0,-3,-0.9,7,-9,6,-3,4
O=C(/C=C/c1ccccc1)N/C(=C/c1ccccc1)C(=O)NCCCO,-3,1,7,-0.4,10,6,6,-2,-9
COc1ccc(-c2oc3ccccc3c(=O)c2OC(=O)c2ccc(C)cc2)cc1,9,1,5,-0.1,-7,19,5,-2,4
Cc1nn(-c2ccccc2)nc1C(=O)Nc1nnc(C(F)(F)F)s1,-10,6,5,19,25,-4,-1,6,6
COc1ccc(CNC(=O)[C@H](C)NC(=O)C2CCN(S(=O)(=O)c3ccc(F)cc3)CC2)cc1,0,1,-7,-1.2,82*,3,5,-3,2
Cc1ccc(NC(=O)Cn2cncc2-c2ccc([N+](=O)[O-])cc2)cc1C,-4,0,-2,-1.7,8,7,5,-1,2
CCOC(=O)c1ccc(Oc2nc(N(C)C)nc(N(C)C)n2)cc1,10,-1,1,1.4,27,6,-5,-8,10
CCCc1cc(C(=O)Nc2cccnc2)no1,-1,0,2,0.0,28,5,10,1,-9
CCOC(=O)c1c(C)oc2cc(Br)c(OCC(N)=O)cc12,2,0,-4,-0.8,-7,-10,10,0,3
CCOC(=O)c1[nH]c(C)c(C(=O)OCC(=O)N2c3ccccc3CC2C)c1C (stereo not given),-5,3,4,-0.9,4,-1,0,0,6
CC(C)C(=O)NC(=S)Nc1ccc(S(=O)(=O)N2CCN(C)CC2)cc1,-7,0,11,2.9,20,0,1,-3,-4
CCOC(=O)C1=C(C)N(CCC(=O)O)C(=O)NC1c1ccccc1Cl (stereo not given),4,1,10,1.1,-4,6,7,1,-6
COc1cc([N+](=O)[O-])ccc1NC(=O)COC(=O)c1c[nH]c(=O)[nH]c1=O,6,0,15,-0.4,0,8,7,3,-12

# Bioassay records (PubChem BioAssay)
